KOR beta-arrestin-1 – kappa opioid receptor blockers – cell-based, luminescence, uHTS (AID 1778). one-dose inhibition, % at 10 µM; IC50 in µM for titrated hits. KOR beta-arrestin recruitment, luminescence, antagonist mode; higher % means a stronger effect. actives 0.091% (n = 290,000); further: strong numbers were not always called active
KOR beta-arrestin-2 – kappa opioid receptor activators – cell-based, luminescence, uHTS, primary screen (AID 1777); activation, % at 10 µM; hits with a dose series show EC50 in µM; actives 0.02% (n = 280,000); KOR beta-arrestin recruitment, luminescence; higher % means a stronger effect; in the data active means activation above about 50%, passing the limit was not always enough; further: a part of the inactive calls stands beside numbers as strong as those of hits
GPR55 LPI antagonism – inhibition of LPI-stimulated GPR55 beta-arrestin translocation – imaging, U2OS, beta-arrestin-GFP, LPI agonist, primary screen (AID 2013); U2OS GPR55 beta-arrestin-GFP translocation imaging, LPI antagonism; higher % means a stronger effect; actives 0.13% (n = 290,000); inhibition, % at 10 µM; hits with a dose series show IC50 in µM;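 active means spots per cell inhibited over 60%, with over 100 cells counted and total cytoplasm intensity under 500,000; inconclusive means wells with under 100 cells, flagged as likely toxic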;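 further: U2OS cells stably carrying GPR55 and arrestin-GFP stimulated by 5 µM LPI near EC80; imaged beta-arrestin-GFP aggregate spots per cell after agonist stimulation; plate controls were LPI-stimulated DMSO wells for no effect and DMSO wells without LPI for full effect; some results filed as inactive read as strong as hits; confirmed hits need IC50 under 10 µM and bright autofluorescent wells are also inconclusive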
GPR55 beta-arrestin – selective activators of receptor GPR55 – imaging, U2OS cells, beta-arrestin-GFP redistribution, primary screen (AID 1961) | U2OS GPR55 beta-arrestin-GFP redistribution imaging; higher % means a stronger effect | activation, % at 10 µM, or EC50 in µM where a hit was titrated | actives 0.048% (n = 290,000);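 active means activation above 40% with more than 50 cells counted in the well; inconclusive means wells holding fewer than 50 cells, flagged as toxic or sparse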;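 further: U2OS osteosarcoma cells stably expressing GPR55 and beta-arrestin-GFP; plate controls were DMSO negative control for no effect and LPI positive control for full effect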
HEK293 NOD2/NF-kB – inhibition of NOD2-driven NF-kB reporter – cell-based, luminescence, uHTS, HEK293 (AID 1566). actives 0.63% (n = 290,000). HEK293 NOD2/NF-kB luciferase reporter, luminescence; higher % means a stronger effect. inhibition, % at 4 µM; hits with a dose series show EC50 in µM; further: many of its hits are not listed in these tables
T cell HTS – modulates CD8 T cell binding to vesicles. 2C CD8+ T cell-vesicle binding, flow cytometry; stronger effect = lower value. calls only at 7 µM. actives 0.068% (n = 330,000);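 active means response, share of CD8 T cells binding vesicles, and their 90th percentile fluorescence all below set limits, cut at about 80% in these data, passing the limit was not always enough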
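Also added: QL9-peptide-loaded Drosophila micro-vesicles bearing Ld, ICAM-1 and B7-1; Test system: purified 2C TCR transgenic mouse naive CD8+ T cells; Measured by: cytometric PE anti-B7-1 and Alexa647 anti-CD8 signals after 1% paraformaldehyde fixation; Timing: binding step 1.5 h, 37 °C, antibody labelling 20 min, ice.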
Myeloid diff 2 – compounds promoting myeloid differentiation. actives 1% (n = 360,000). ER-HoxA9 myeloid progenitors, lysozyme-GFP differentiation, flow cytometry. calls only at 10 µM;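 active means normalized GFP-positive differentiation at or above the plate's own cutoff, the solvent-only control mean plus 3 SD; inconclusive means no clear call, values can overlap the other calls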;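 further: cells exposed to compound for four days before flow analysis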
NTR1 agonist – NTR1-driven beta-arrestin-GFP spot formation – imaging, U2OS cells, high content, primary screen (AID 493036). activation, % at 20 µM. agonist mode. actives 0.17% (n = 330,000);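 active means activation at or above 40% of the spot to cytoplasm intensity ratio, with at least 20 cells analyzed; inconclusive means wells under 20 cells, flagged as cytotoxic or low count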;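 further: 0% = DMSO without peptide and 100% = 100 nM NTR1 peptide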
Target sequence (P30989 whole entry, looked up): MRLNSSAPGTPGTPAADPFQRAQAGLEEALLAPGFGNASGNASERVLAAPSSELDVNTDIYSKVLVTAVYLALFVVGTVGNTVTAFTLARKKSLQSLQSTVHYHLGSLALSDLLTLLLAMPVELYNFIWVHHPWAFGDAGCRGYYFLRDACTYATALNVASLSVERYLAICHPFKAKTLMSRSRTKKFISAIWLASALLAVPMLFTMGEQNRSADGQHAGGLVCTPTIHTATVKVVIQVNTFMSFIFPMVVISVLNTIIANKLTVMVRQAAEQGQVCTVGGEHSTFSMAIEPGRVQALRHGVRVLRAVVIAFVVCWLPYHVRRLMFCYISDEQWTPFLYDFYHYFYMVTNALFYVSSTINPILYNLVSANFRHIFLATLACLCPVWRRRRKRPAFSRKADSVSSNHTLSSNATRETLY
NOD1 inhibition – inhibition of NOD1-driven NF-kB reporter – cell-based, luminescence, uHTS, primary screen (AID 1578); NOD1-driven NF-kB luciferase reporter cells, luminescence; higher % means a stronger effect; actives 1% (n = 290,000); one-dose inhibition, % at 4 µM; EC50 in µM for titrated hits; in the data active means inhibition mostly above about 36%, no sharp cut-off; inactive means mostly below about 34%;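 further: HEK-293T reporter cells stimulated with the NOD1 agonist gamma-tri-DAP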
T cell HTS vesicle-bound % – also measured in T cell HTS; calls as there; double positive events, %; measured here: CD8+ vesicle-bound cell fraction;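 binding gate set so that unloaded-vesicle control wells show 10% double positive cells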
NTR1 agonist cell count 20 µM – second read-out of NTR1 agonist, no call of its own (marks repeat the call); cell count; measured here: cell count, cytotoxicity flag
Myeloid diff 2 GFP+ MAC1+ % – recorded beside Myeloid diff 2, whose call it bears; GFP+ MAC1+ double positive, %; measured here: differentiation confirmed by MAC1 staining
* = called active by the depositor; i = inactive; ? = inconclusive; . = not tested or not shown; [ ] = another dose, or the depositor's remark. Unless noted, no stated cut-off is given here; in the data, active means inhibition above about 50%; inactive means the rest. Some of the compounds tested (hit frequency here may not be typical).

SMILES | KOR beta-arrestin-1 | KOR beta-arrestin-2 | GPR55 LPI antagonism | GPR55 beta-arrestin | HEK293 NOD2/NF-kB | T cell HTS | T cell HTS vesicle-bound % | Myeloid diff 2 | Myeloid diff 2 GFP+ MAC1+ % | NTR1 agonist | NTR1 agonist cell count 20 µM | NOD1 inhibition
COc1cccc(NC(=S)N2CCN(c3ccc([N+](=O)[O-])cc3)CC2)c1 | -10% | -6.2% | 17% | 0.2% | 17% | i | 53 | i | 1.0 | 0.4 | 104 | 11%
CC(=O)Nc1ccc(-c2nc3ccccc3c(=O)o2)cc1 | -41% | 2.9% | -8% | -0.1% | 0% | i | 24 | i | 0.4 | 3.1 | 54 | 0%
C=CCn1c(COc2ccccc2F)nnc1SCCN1C(=O)c2ccccc2C1=O | -18% | -1.6% | 3% | 0.6% | 0% | i | 44 | i | 0.6 | 2.1 | 75 | -11%
CCOc1cc(C(=O)O/N=C(\N)c2ccccn2)cc(OCC)c1OCC | -33%[20 µM] | 4.8% | 0% | -0.1% | -5% | i | 33 | i | 0.5 | 2.6 | 61 | 12%
CCn1c(=O)cc(SCC(=O)NCC2CCCO2)c2ccccc21 (stereo unspecified) | 13% | -3.1% | 11% | 0.2% | -2% | i | 61 | i | 5.4 | 0.1 | 80 | .
COc1cccc(OC)c1OCCN1CCN(C(c2ccccc2)c2ccccc2)CC1 | -6% | -4.0% | 21% | 0.0% | 6% | i | 46 | i | 0.3 | 0.3 | 70 | -7%
Oc1ccc(Br)cc1CNc1nccs1 | -36%[20 µM] | -5.3% | 17% | -0.1% | -5% | i | 47 | i | 0.5 | 1.5 | 60 | -13%
Cn1nnnc1SCC(=O)N1c2ccccc2Sc2ccccc21 | -1% | 3.7% | 3% | -0.2% | 6% | i | 36 | i | 0.7 | 0.5 | 87 | -13%
COc1ccc(NC(=O)C2CCN(c3ncnc4c3nc3n4CCCCC3)CC2)cc1Cl | -3% | 7.7% | 9% | -0.2% | . | i | 7 | i | 0.4 | 2.0 | 59 | .
CCOCCCNC(=O)NC12CC3CC(CC(C3)C1)C2 | 10% | -4.4% | 17% | -0.2% | -4% | i | 7 | i | 8.4 | -0.5 | 49 | -4%
COc1ccc(S(=O)(=O)N2CCOC2CNC(=O)C(=O)NCCCN2CCOCC2)cc1C (stereo unspecified) | -18% | 6.9% | 8% | ? | 10% | i | 8 | i | 1.8 | 0.8 | 64 | -39%
COC(=O)c1ccc(NS(=O)(=O)NC(=O)c2cn(C)c3ccccc23)cc1 | 25% | 1.0% | 10% | 0.3% | 8% | i | 42 | i | 1.4 | -1.2 | 48 | -22%
COc1ccc(NC(=O)c2sc3nc(N4CCOCC4)c4c(c3c2N)CC(C(C)C)OC4)c(OC)c1 (stereo unspecified) | -44% | -3.6% | 8% | -0.1% | 40% | i | 23 | i | 3.7 | -0.4 | 73 | -4%
CC(C)c1nc2c(c(=O)n(C)c(=O)n2C)n1C | 49% | -1.7% | 10% | 0.0% | -16% | i | 63 | i | 0.0 | -1.1 | 46 | 11%
COc1cccc(C2CC(c3ccccc3Cl)Nc3nc(N)nn32)c1 (stereo unspecified) | -23% | 4.2% | -2% | -0.3% | 11% | i | 32 | i | 1.4 | -1.2 | 70 | -11%
Cc1ccc2oc3c(c(=O)c2c1)C(c1cccc(Br)c1)N(Cc1ccco1)C3=O (stereo unspecified) | 38% | -2.4% | 5% | -0.1% | -1% | . | . | i | 8.9 | . | . | -48%
Cc1ccccc1N(CC(=O)N/N=C/c1ccc(N(C)C)cc1)C(=O)c1ccccc1 | -41% | 2.1% | 14% | 0.2% | -17% | i | 60 | i | 1.1 | 5.5 | 74 | 13%
COc1cc(-c2c(C#N)c(N)nc3c2CCCC3)cc(OC)c1OC | 17% | -1.2% | 2% | 0.5% | 3% | i | 31 | i | 0.7 | -1.0 | 71 | 7%
CC(C)(C)n1nnnc1C(c1cccs1)N1CCCc2ccccc21 (stereo unspecified) | 7% | 1.5% | 3% | -0.2% | -7% | i | 8 | i | 0.8 | 4.0 | 58 | -12%
CCOC(=O)N1CCN(C2=C(NS(=O)(=O)c3ccc(C)cc3)C(=O)c3ccccc3C2=O)CC1 | 28% | -3.8% | 13% | -0.2% | 30% | i | 11 | i | 0.0 | -0.1 | 71 | -1%
O=P(c1ccccc1)(c1ccccc1)c1nc(-c2ccc(Cl)cc2)oc1N1CCOCC1 | -24%[20 µM] | 2.5% | 8% | -0.1% | -11% | i | 47 | i | 0.1 | 7.7 | 99 | -22%
O=C(Cc1ccccc1)Nc1ccc2c(c1)C(=O)N(CC1CCCO1)C2=O (stereo unspecified) | -8% | 2.4% | -6% | -0.1% | -2% | i | 44 | i | 0.0 | 0.2 | 83 | -21%
Cc1ccccc1NC(=O)c1ccc(S(=O)(=O)N(C)C)cc1 | 23% | 2.7% | -2% | 0.0% | 9% | i | 45 | i | 2.4 | -3.5 | 73 | -27%
O=C(C1=NN[C@@H]2C(=O)N(c3ccccc3C(F)(F)F)C(=O)[C@H]12)c1ccc2ccccc2n1 | 35% | -4.2% | 2% | -0.1% | -18% | i | 4 | i | 0.5 | 2.1 | 33 | -11%
O=C(O)C1CCC(N2C(=O)C3C4CCC(C4)C3C2=O)CC1 (stereo unspecified) | -3% | -3.5% | -4% | 0.6% | 2% | i | 23 | i | 0.8 | 0.5 | 33 | -30%
CC(C)OCCCNC(=O)c1cccc(NC(=O)c2ccccc2)c1 | -34% | -0.7% | -11% | 0.2% | -2% | i | 33 | i | 0.4 | 1.0 | 73 | -2%
Cc1cc(C)c(S(=O)(=O)N2CCN=C2c2ccccc2)c(C)c1 | . | -1.1% | 2% | 1.1% | -6% | i | 37 | i | 0.9 | 0.9 | 34 | -30%
CCCSc1nnc(NC(=O)CSc2sc3c(O)cc(=O)[nH]c3c2C#N)s1 | 2% | -4.4% | 3% | 0.1% | 20% | i | 38 | . | . | 1.3 | 52 | -3%
CCCCNC(=O)c1cc(-c2ccc(F)cc2)on1 | 26% | -1.3% | -4% | 0.7% | -123% | i | 60 | i | 2.1 | 0.7 | 85 | -70%
O=C(NCc1ccc2c(c1)OCO2)c1ccc(S(=O)(=O)N2CCCCC2)cc1 | -6% | 2.1% | -1% | 0.0% | 1% | i | 34 | i | 1.4 | -1.9 | 99 | -20%
Cc1onc(-c2c(Cl)cccc2Cl)c1C(=O)N1C(C)CCCC1C (stereo unspecified) | -16% | 10% | -3% | 1.5% | -3% | i | 18 | i | 0.7 | 1.4 | 54 | -19%
COc1ccc(CN(CC2CCC(C(=O)O)CC2)C(=S)Nc2cc(Cl)ccc2OC)cc1 (stereo unspecified) | -40% | 4.4% | 2% | -0.6% | -3% | i | 49 | i | 0.0 | -0.3 | 40 | -14%
CCOc1cccc(NC(=O)c2cccc(F)c2)c1 | -43%[20 µM] | -1.7% | -12% | 0.5% | 0% | i | 7 | i | 0.5 | 2.8 | 50 | -31%
CC1CCCCC12NC(=O)N(CC(=O)c1ccc(Cl)s1)C2=O (stereo unspecified) | 2% | -1.5% | 20% | 0.8% | 10% | i | 10 | i | 2.8 | 1.0 | 51 | -25%
Cc1sc2nc(SCC(=O)N3CCCCC3)[nH]c(=O)c2c1C | -17% | 1.3% | 13% | 0.2% | -2% | i | 32 | i | 0.0 | 2.8 | 67 | -35%
O=C1CCC/C1=C/Nc1cccc(F)c1 | 11% | 6.8% | 10% | -0.1% | -4% | i | 28 | i | 0.7 | -0.6 | 56 | -15%
O=C(NNC1=NS(=O)(=O)c2ccccc21)C1CC(=O)N(c2ccccc2)C1 (stereo unspecified) | -1% | -18% | -2% | 0.5% | 12% | i | 49 | i | 0.2 | 1.1 | 82 | 18%
COc1ccc(-n2ncc3c2CC(C)(C)CC3NC(=O)Cc2nonc2C)cc1 (stereo unspecified) | 30% | -1.6% | 14% | -0.2% | 17% | i | 22 | ? | . | 1.2 | 41 | -17%
C[C@@H]1O[C@@H](O[C@H]2[C@H](Oc3cc(O)c4c(c3)O[C@H](c3ccc(O)cc3)CC4=O)O[C@H](CO)[C@@H](O)[C@@H]2O)[C@H](O)[C@H](O)[C@H]1O | 21% | -4.2% | -23% | 0.2% | 16% | i | 63 | i | 3.0 | 1.5 | 69 | -10%
O=C(NNC(=S)NC1CCCCC1)c1ccc2c(c1)OCO2 | 23% | -0.8% | 18% | -0.1% | -56% | i | 41 | i | 0.7 | 1.1 | 75 | -17%
CCc1cc(=O)oc2cc(OCc3nn[nH]n3)ccc12 | -9% | -1.5% | -4% | -0.1% | -1% | i | 23 | i | 0.3 | 0.5 | 78 | 1%
COc1cccc(Cn2nnc(C(=O)NCc3ccc(F)cc3)c2N)c1 | 4% | 7.8% | 19% | 0.2% | 8% | i | 62 | i | 3.1 | -2.8 | 65 | -15%
O=C(NCc1ccco1)C(c1ccc(F)cc1)N(Cc1cccnc1)C(=O)Cn1nnc2ccccc21 (stereo unspecified) | -2% | 18% | 8% | -0.1% | -2% | i | 54 | i | 0.4 | -0.7 | 53 | -22%
CCOC(=O)C1=C(C)OC(N)=C(C#N)C1c1cc(F)ccc1F (stereo unspecified) | 8% | 3.4% | -5% | -0.1% | 24% | i | 14 | i | 1.1 | -0.7 | 45 | 41%
CCCOc1c(OC)cccc1C1CC(=O)Nc2cc3c(cc21)OCO3 (stereo unspecified) | 11% | -3.0% | 2% | -0.2% | -2% | i | 22 | i | 0.5 | 1.9 | 72 | -5%
Cc1[nH]c2ccccc2c1C(=O)CN1CCN(C2CCCCC2)CC1 | 10% | 0.9% | 9% | -0.2% | 4% | . | . | . | . | . | . | 3%
